# High-throughput results as filed in PubChem BioAssay.
# DAX1 inh-1 – DAX1 (NR0B1) inhibitors on StAR promoter, primary screen, cell-based, luminescence, SF-1 (NR5A1), full-length DAX-1; HEK293T StAR-luciferase reporter, SF-1/DAX-1 repression relief; inhibition, % at 6.8 µM; 370,000 compounds, 1.1% hits; AID 652010, 2013;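 active means inhibition above the mean over all tested compounds plus 3 SD, cut at about 3.6% in these data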;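 further: 0% = DAX-1 cells with DMSO and 100% = cells lacking DAX-1 with DMSO; higher inhibition means more luminescence from relief of DAX-1 repression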
# ssDAF-12 act – S. stercoralis DAF-12 nuclear receptor activators, primary screen, cell-based, luminescence, HEK293, GRIP1 co-expression, lit1-tk-luc; HEK293 ssDAF-12/GRIP1 lit1-tk-luc reporter; % of 3 µM dafachronic acid response; Nuclear hormone receptor DAF-12 (Strongyloides stercoralis); activation, % at 6.8 µM; 370,000 compounds, 1% hits; AID 652126, 2013;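 active means activation above the mean over all tested compounds plus 3 SD, cut at about 0.9% in these data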;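 further: 0% = DMSO-only wells and 100% = 3 µM delta7-dafachronic acid wells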
# GC-A act – GC-A stimulated cGMP production enhancers – HEK293 GC-A cells, cGMP TR-FRET, EC30 ANP, primary screen | Atrial natriuretic peptide receptor 1 (Homo sapiens), P16066 | 0% at EC30 ANP, 100% saturating ANP | activation, % at 10 µM | 370,000 compounds, 0.14% hits | AID 1671463, 2021; in the data active means activation above about 40%
# DAX1 inh-2 – DAX1 (NR0B1) inhibitors, primary screen, cell-based, HEK293, Gal4-DAX1, luciferase luminescence; inhibition, % at 6.75 µM; Nuclear receptor subfamily 0 group B member 1 (Homo sapiens), P51843; 340,000 compounds, 0.99% hits; HEK293 Gal4-DAX1 luciferase reporter; AID 504766, 2011;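 active means inhibition above the mean over all tested compounds plus 3 SD, cut at about 4.2% in these data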;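 further: 0% = DAX1-transfected cells with DMSO and 100% = empty-vector control cells with DMSO; inhibition shows as a rise in luminescence from relieved DAX1 repression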
# sPLA2-III inh – human group III sPLA2 inhibitors, primary screen, biochemical, QFRET, BODIPY PC-A2 liposome substrate. QFRET BODIPY PC-A2 liposome hydrolysis, fluorescence. inhibition, % at 12.2 µM. Group 3 secretory phospholipase A2 (Homo sapiens), Q9NZ20. AID 743126, 2013. 370,000 compounds, 0.56% hits;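 active means inhibition above mean plus 3 SD of compounds lying within the high and low control bounds, cut at about 19% in these data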;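 further: 0% = median of test compound wells and 100% = no enzyme DMSO wells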
# GC-B act – human GC-B receptor activators, primary screen, HEK293 GC-B cells, cGMP TR-FRET, EC30 CNP; 0% at EC30 CNP, 100% saturating CNP; Atrial natriuretic peptide receptor 2 (Homo sapiens), P20594; 370,000 compounds, 0.11% hits; AID 1920062, 2024; activation, % at 10 µM;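 active means activation at 10 µM reaching about 35% in either raw or pattern-adjusted values, limit read from the data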
# Target sequence (P20594 whole entry, looked up): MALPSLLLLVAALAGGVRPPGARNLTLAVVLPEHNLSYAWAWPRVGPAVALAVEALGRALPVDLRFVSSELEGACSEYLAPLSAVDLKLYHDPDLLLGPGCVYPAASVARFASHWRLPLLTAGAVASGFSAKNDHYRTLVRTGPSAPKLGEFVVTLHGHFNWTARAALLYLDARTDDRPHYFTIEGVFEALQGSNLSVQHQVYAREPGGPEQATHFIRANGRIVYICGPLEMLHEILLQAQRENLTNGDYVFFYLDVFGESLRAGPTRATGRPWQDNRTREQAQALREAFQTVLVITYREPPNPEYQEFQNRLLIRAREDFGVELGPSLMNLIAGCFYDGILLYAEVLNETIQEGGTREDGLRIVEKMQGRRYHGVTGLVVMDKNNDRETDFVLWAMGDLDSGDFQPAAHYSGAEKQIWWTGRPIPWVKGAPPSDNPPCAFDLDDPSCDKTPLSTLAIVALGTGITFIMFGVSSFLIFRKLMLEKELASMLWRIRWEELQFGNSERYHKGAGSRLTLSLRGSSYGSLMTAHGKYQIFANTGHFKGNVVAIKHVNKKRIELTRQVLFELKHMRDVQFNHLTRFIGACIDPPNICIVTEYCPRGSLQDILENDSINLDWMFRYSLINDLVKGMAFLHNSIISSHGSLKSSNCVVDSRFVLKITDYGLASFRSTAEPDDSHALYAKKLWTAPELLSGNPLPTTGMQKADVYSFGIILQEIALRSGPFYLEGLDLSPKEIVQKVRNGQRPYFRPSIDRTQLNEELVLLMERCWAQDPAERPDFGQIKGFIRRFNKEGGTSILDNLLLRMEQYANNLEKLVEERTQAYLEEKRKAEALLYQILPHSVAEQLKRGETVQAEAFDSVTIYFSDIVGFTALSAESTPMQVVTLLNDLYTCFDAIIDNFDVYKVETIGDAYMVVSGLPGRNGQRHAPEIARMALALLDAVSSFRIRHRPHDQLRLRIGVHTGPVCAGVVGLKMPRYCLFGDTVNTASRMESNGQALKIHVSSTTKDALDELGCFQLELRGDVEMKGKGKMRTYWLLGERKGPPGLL
# GAA850 FXN act – FXN promoter activators, primary screen, cell-based, luciferase luminescence, HEK293 lucGAA850; HEK293 lucGAA850 FXN promoter luciferase reporter, 24 h; percent of 10 µM SAHA response; activation, % at 6 µM; 360,000 compounds, 0.56% hits; AID 540364, 2011;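 active means activation above the average of all compounds screened plus 3 SD, cutoff fixed separately per campaign, cut at about 7.5% in these data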;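 further: 0% = DMSO wells and 100% = 10 µM SAHA wells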
# SMARCA2 act – SMARCA2 (BRM) function activators, primary screen, cell-based, luminescence, high throughput; MG213 cells, MMTV-luciferase reporter, dexamethasone, overnight; activation, % at 9.1 µM; 370,000 compounds, 1% hits; in the data active means activation above about 7.8%;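 further: 0% = vehicle wells and 100% = reference activator wells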
# hcDAF12 agonist – H. contortus DAF-12 nuclear receptor activators, primary screen, cell-based, luminescence, HEK293, lit1-tk-luc reporter. AID 652067, 2013. HEK293 hcDAF-12 lit1-tk-luc reporter; 0% DMSO, 100% Δ7-dafachronic acid. 370,000 compounds, 1.4% hits. activation, % at 6.8 µM;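 active means activation above the mean of all tested compounds plus 3 SD, cut at about 5.5% in these data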;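 further: 100% = response to 3 µM Δ7-dafachronic acid high control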
# proKLK7 act – proKLK7 zymogen activators, primary screen, biochemical, fluorescence intensity | purified proKLK7, EDANS-DABCYL substrate fluorescence; 100% is mature enzyme control, 0% vehicle | Kallikrein-7 (Homo sapiens), P49862 | activation, % at 7 µM | 370,000 compounds, 0.9% hits | AID 652039, 2013;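 active means activation above the mean of all tested compounds plus 3 SD, computed per campaign excluding outliers beyond control limits, cut at about 13% in these data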
# hgDAF-12 ag – H. glycines DAF-12 receptor agonists, primary screen, cell-based, luminescence, HEK293, GAL4 fusion, UAS-luciferase. Nuclear hormone receptor DAF-12 (Heterodera glycines), GAL4 fusion. HEK293 GAL4-hgDAF12 UAS-luciferase reporter, agonist luminescence; normalized to butyrate control. activation, % at 6.8 µM. 370,000 compounds, 1.8% hits. AID 687014, 2013;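 active means activation above a cutoff set at the mean of all screened compounds plus 3 SD, cut at about 10% in these data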;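 further: 0% = DMSO wells and 100% = sodium butyrate wells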
# Starred values were filed as active, the others as inactive; . = not tested or not shown.
SMILES,DAX1 inh-1,ssDAF-12 act,GC-A act,DAX1 inh-2,sPLA2-III inh,GC-B act,GAA850 FXN act,SMARCA2 act,hcDAF12 agonist,proKLK7 act,hgDAF-12 ag
CN1CCN(c2ccc(S(=O)(=O)N3CCOCC3)cc2NC(=O)COc2ccc(F)cc2Cl)CC1,0.1,-1.4,3.9,0.1,-10.6,10.0,-0.6,0.0,0.7,-0.1,-0.8
Cc1ccc(/C([O-])=C(/C(=S)Nc2ccc(SC(F)F)cc2)[n+]2ccccc2)cc1[N+](=O)[O-],-0.1,-2.0,5.6,0.3,3.7,6.6,2.3,-5.3,2.0,-1.1,1.4
Nc1ncnc2c1ncn2C1CCCO1 (stereo not given),-0.4,-1.0,4.9,-0.2,-2.2,4.9,0.6,-1.9,-2.3,-0.5,2.6
Cc1nc(-c2ccc(S(=O)(=O)N3CCCCCC3)cc2)cs1,0.8,-1.2,-5.1,-0.2,-3.3,2.5,3.9,-0.3,-2.2,-0.1,3.5
c1ccc(OCCCN2CCCC2)cc1,-0.2,-0.1,2.3,1.7,6.5,-1.9,-1.1,-4.3,-1.1,-0.4,-0.3
Cc1c(NC(=S)Nc2ccc(Cl)cc2)c(=O)n(-c2ccccc2)n1C,0.5,-1.3,-1.7,-0.3,4.0,-0.3,0.6,-1.2,-1.2,-0.4,-2.6
C=CCSc1nc2ccccc2n1C(=O)/C=C/c1ccc(OC)c(OC)c1,0.9,-1.1,7.9,0.9,-2.4,6.2,-2.6,0.2,-1.0,0.8,0.5
O=C(c1cccc(-c2ccccc2)c1)N1CC[C@@H](N2CCC(O)CC2)[C@H](O)C1,0.1,-1.1,1.0,-0.6,3.5,2.8,-2.7,-1.7,1.1,0.6,0.0
COc1ccc(CCNC(=O)c2cc(COc3c(F)cccc3F)on2)c(OC)c1,1.6,-0.7,3.6,0.8,-4.7,-0.5,6.2,0.8,0.0,-0.3,2.6
O=C(NCCC1=CCCCC1)C1CCC(=O)N(Cc2ccc(Cl)cc2)C1 (stereo not given),0.5,-1.3,0.2,0.7,4.0,4.8,1.0,-1.8,0.6,-0.2,0.9
CC(C)c1ccc(NC(=O)CN2C(=O)c3ccccc3S2(=O)=O)cc1,0.1,-0.9,-7.5,-0.2,-0.1,0.8,-0.8,-0.1,-1.1,0.1,-1.5
COc1ccc(CC2CC(=O)N(c3ccc(C)cc3)C2=O)cc1 (stereo not given),0.9,-1.1,-0.6,1.2,4.8,5.8,0.0,0.5,-0.7,0.0,-1.6
O=C(CSc1nnnn1-c1cccnc1)NCc1cccs1,-0.3,-1.0,-3.6,-0.2,5.1,-0.2,1.3,-6.9,-0.5,-0.7,2.9
O=C(COc1ccc(Cl)cc1)NCCN1CCCC1,0.1,-1.2,1.3,2.4,0.4,-0.6,-0.1,-1.1,3.7,-0.3,0.1
CCOC(=O)C1=CCN(S(=O)(=O)c2ccc(C)cc2)C1c1ccc(CC)cc1 (stereo not given),-0.9,-1.6,-3.9,.,-2.0,-0.8,.,-3.8,-0.7,0.9,-2.4
COc1cc(NS(=O)(=O)c2ccc(NC(=S)NC(=O)/C=C/c3ccc(F)cc3)cc2)ncn1,-0.1,-1.1,-5.1,1.1,11.3,-1.0,2.0,-1.2,0.0,0.0,-4.1
CC(C)CNC(=O)c1ccccc1C(=O)NC1(C(=O)NCC(C)C)CCCC1,-1.2,-0.8,1.6,-0.4,3.3,1.9,-1.4,4.5,-0.7,-0.5,1.7
CC1(C)CC(NC(=O)c2ccc(Cl)c(Cl)c2)CC(C)(C)N1,0.6,-0.8,-1.4,4.6*,8.6,-3.4,0.6,-2.3,1.0,-0.4,1.0
COc1ccc(S(=O)(=O)Nc2ccc(S(=O)(=O)Nc3cc(C)nc(C)n3)cc2)cc1OC,0.1,-1.2,0.6,0.4,-1.1,-4.4,-0.7,0.8,-1.1,0.4,-0.6
CCOc1cc(N2CCOCC2)c(OCC)cc1NC(=O)CSc1ncn[nH]1,-0.3,-0.4,7.8,1.6,2.9,4.2,-0.7,-2.2,-0.4,-0.1,1.8
O=S(=O)(Nc1nc2ccccc2nc1NCC1CCCO1)c1cccc(Cl)c1 (stereo not given),-0.2,-1.5,3.5,-0.7,-28.5,-4.5,2.2,-2.5,-1.3,0.9,-0.9
COc1ccc2[nH]c3c(N4CCN(Cc5ccc6c(c5)OCO6)CC4)ncnc3c2c1,-1.5,-1.9,-30.7,-2.1,-11.5,-33.5,-2.5,-0.6,-4.6,-22.3,-1.2
O=c1c2ccccc2cnn1-c1ccc2ccccc2c1,3.0,1.4*,0.3,0.6,-2.1,-4.8,0.0,5.1,12.8*,-0.5,18.1*
CC(C)OC(=O)CSc1nnc(-c2ccncc2)n1N,0.3,-0.8,3.6,-0.3,10.5,0.1,0.8,-3.7,-1.6,-0.9,1.6
COc1ccc(NC(=O)c2cc3cccc(OC)c3oc2=Nc2ccc(C(=O)O)cc2)cc1OC,-0.2,-1.5,.,-2.3,4.0,.,0.4,-0.4,-0.5,0.0,-2.8
O=C(NNC(=O)C1CC1)c1ccccc1[N+](=O)[O-],1.3,-1.4,2.1,0.3,1.5,-1.5,1.0,1.0,1.8,-0.8,0.7
Cc1cc(-c2cc(C(=O)O)c3ccccc3n2)c(C)s1,-0.2,-0.9,-1.5,-0.9,-6.3,2.8,0.2,2.3,-0.5,0.2,-1.4
Cc1ccc(NS(=O)(=O)c2cc(-c3n[nH]c(=O)c4ccccc34)ccc2C)cc1,-1.4,-1.7,-17.3,-2.4,-33.8,-6.4,-3.4,-4.0,-3.1,1.5,-2.7
CSc1nc2cc(S(=O)(=O)N3CCOCC3)ccc2s1,-0.8,-1.8,1.3,-0.1,-2.4,7.7,2.1,5.4,1.4,0.8,0.1
CC(C)(C)c1ccccc1NC(=O)C1=COCCO1,0.6,-0.9,1.9,0.8,-2.9,-1.7,0.1,2.2,-0.3,0.7,0.8
Cc1cc(C)nc(SCc2nnc(SCC(=O)Nc3ccc(C)c(C)c3)n2Cc2ccco2)n1,-1.8,-1.7,-9.1,3.6,-35.5,-7.3,0.2,-4.0,-2.8,-0.1,-3.2
CCOc1ccc(S(=O)(=O)N(CC)CC)cc1NS(=O)(=O)c1ccc(F)c(F)c1F,0.0,0.2,-4.5,2.1,-16.2,-1.4,2.6,-1.1,-1.0,-0.1,0.6
CCOC(=O)C1=CN(c2cccc(F)c2)C=C(C(=O)OCC)C1c1cc(OC)c(O)c([N+](=O)[O-])c1,-0.1,-1.4,8.3,0.7,1.9,-5.0,3.4,-0.1,-1.9,0.4,-0.1
COc1ccc(NC(=O)C2CCCCN2S(=O)(=O)c2ccccc2)cc1S(=O)(=O)N1CCOCC1 (stereo not given),-1.5,-1.1,2.5,-0.8,9.2,5.0,-0.8,-2.0,-0.4,0.1,-1.0
CCC(C)NC(=O)c1ccccc1-c1nc2ccccc2[nH]1 (stereo not given),-0.8,-0.6,-10.0,0.5,3.6,-2.6,2.7,-1.4,0.9,0.4,0.1
C/C(=N\NC(=O)c1ccccc1)c1ccc(-n2ccnc2)cc1,1.6,-1.1,-1.1,2.3,5.0,-3.2,5.1,1.5,1.2,0.2,7.9
CCOC(=O)c1c(N)sc(C(=O)Nc2ccccc2F)c1C,9.3*,0.8,-0.5,4.4*,7.9,2.4,2.6,6.2,6.7*,-0.7,19.4*
COc1cccc(C(=O)N2CCC(N3CC(C)OC(C)C3)CC2)c1 (stereo not given),0.2,-1.2,-1.5,0.2,1.9,0.8,-1.5,-0.2,-1.9,-0.1,3.4
CCC(=O)Nc1c(C)nn(C(=O)CC)c1C,0.2,-0.8,2.5,0.8,-3.7,3.3,-0.1,-0.1,-1.4,0.1,-1.2
CCOC(=O)c1c(NC(=O)Cn2cnc([N+](=O)[O-])n2)sc2c1CCCC2,0.1,-1.6,-8.8,2.9,-10.1,-5.4,1.1,-1.6,-1.6,0.2,0.6
O=C(NCCCN1CCCC1=O)c1c(O)nc2sccn2c1=O,-0.5,-1.3,1.0,2.1,-0.9,-2.6,-1.4,-1.1,0.5,-0.2,0.7
Cc1[nH]c2ccccc2c1C(=O)CN1C(=O)C(=O)N(Cc2ccco2)C1=O,0.6,-0.5,-3.7,-0.3,-1.6,-3.2,-0.6,-4.3,1.2,0.1,2.6
CC1(C)CC(=O)C=C(C(=O)N2CCCC(CCC(=O)NCc3ccccc3F)C2)O1 (stereo not given),-0.7,-1.6,1.1,-0.8,-2.2,-2.4,0.0,0.5,-0.8,0.2,-1.7
Cc1ccc(C(=O)Nc2ccc(Br)c(C(F)(F)F)c2)cc1,-0.8,-1.3,-4.5,0.2,3.1,-1.1,5.8,-2.5,-0.3,0.2,9.9
CC(=O)Nc1ccc(S(=O)(=O)N(C)CC(=O)OCC(=O)N2CCCC2=O)cc1,-0.5,0.2,0.1,0.5,3.8,-0.1,-0.8,-2.4,-0.4,-0.2,-0.3
CCCCOC(=O)c1nc[nH]c1C(=O)OCCCC,-0.5,-1.5,.,1.9,-19.0,.,2.4,2.3,-1.3,-0.3,-4.0

# Three compounds already listed, arranged by the number in proKLK7 act, rising:
compound | DAX1 inh-1 | ssDAF-12 act | GC-A act | DAX1 inh-2 | sPLA2-III inh | GC-B act | GAA850 FXN act | SMARCA2 act | hcDAF12 agonist | proKLK7 act
CCCCOC(=O)c1nc[nH]c1C(=O)OCCCC | -0.5 | -1.5 | . | 1.9 | -19.0 | . | 2.4 | 2.3 | -1.3 | -0.3
O=C(NCCCN1CCCC1=O)c1c(O)nc2sccn2c1=O | -0.5 | -1.3 | 1.0 | 2.1 | -0.9 | -2.6 | -1.4 | -1.1 | 0.5 | -0.2
CC1(C)CC(=O)C=C(C(=O)N2CCCC(CCC(=O)NCc3ccccc3F)C2)O1 (stereo not given) | -0.7 | -1.6 | 1.1 | -0.8 | -2.2 | -2.4 | 0.0 | 0.5 | -0.8 | 0.2
